High-throughput results: PubChem, several laboratories
Myeloid diff 2 – compounds promoting myeloid differentiation | calls only at 10 µM | 1% of 360,000 active | ER-HoxA9 myeloid progenitors, lysozyme-GFP differentiation, flow cytometry;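 active means normalized GFP-positive differentiation at or above the plate's own cutoff, the solvent-only control mean plus 3 SD; inconclusive means no clear call, values can overlap the other calls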;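 further: cells exposed to compound for four days before flow analysis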
KOR beta-arrestin-1 – KOR antagonists, beta-arrestin recruitment, cell-based, luminescence, uHTS (AID 1778); KOR beta-arrestin recruitment, luminescence, antagonist mode; higher % means a stronger effect; one-dose inhibition, % at 10 µM; IC50 in µM for titrated hits; 0.091% of 290,000 active; further: strong numbers were not always called active
HEK293 NOD2/NF-kB – inhibition of NOD2-driven NF-kB reporter – cell-based, luminescence, uHTS, HEK293 (AID 1566). inhibition, % at 4 µM, or EC50 in µM where a hit was titrated. 0.63% of 290,000 active. HEK293 NOD2/NF-kB luciferase reporter, luminescence; higher % means a stronger effect; further: many of its hits are not listed in these tables
GPR55 activation – GPR55 agonists via beta-arrestin recruitment, primary screen, imaging, U2OS cells, beta-arrestin-GFP redistribution (AID 1961) | U2OS GPR55 beta-arrestin-GFP redistribution imaging; higher % means a stronger effect | activation, % at 10 µM, or EC50 in µM where a hit was titrated | 0.048% of 290,000 active;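 active means activation above 40% with more than 50 cells counted in the well; inconclusive means wells holding fewer than 50 cells, flagged as toxic or sparse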;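 further: U2OS osteosarcoma cells stably expressing GPR55 and beta-arrestin-GFP; plate controls were DMSO negative control for no effect and LPI positive control for full effect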
GPR55 LPI antagonism – GPR55 antagonists blocking LPI-driven arrestin recruitment, primary screen, imaging, U2OS, beta-arrestin-GFP, LPI agonist (AID 2013); one-dose inhibition, % at 10 µM; IC50 in µM for titrated hits; 0.13% of 290,000 active; U2OS GPR55 beta-arrestin-GFP translocation imaging, LPI antagonism; higher % means a stronger effect;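 active means spots per cell inhibited over 60%, with over 100 cells counted and total cytoplasm intensity under 500,000; inconclusive means wells with under 100 cells, flagged as likely toxic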;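 further: U2OS cells stably carrying GPR55 and arrestin-GFP stimulated by 5 µM LPI near EC80; imaged beta-arrestin-GFP aggregate spots per cell after agonist stimulation; plate controls were LPI-stimulated DMSO wells for no effect and DMSO wells without LPI for full effect; some results filed as inactive read as strong as hits; confirmed hits need IC50 under 10 µM and bright autofluorescent wells are also inconclusive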
GPR35 antagonists – GPR35 antagonists blocking zaprinast-driven arrestin recruitment, primary screen, imaging, U2OS, beta-arrestin-GFP, zaprinast agonist (AID 2058); U2OS GPR35 beta-arrestin-GFP translocation imaging, zaprinast antagonism; higher % means a stronger effect; inhibition, % at 10 µM, or IC50 in µM where a hit was titrated; 0.052% of 290,000 active;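 active means inhibition of at least 50% with at least 30 cells and total cytoplasm GFP at most 10,000,000; inconclusive means under 30 cells or total GFP of 10,000,000 plus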
NOD1 NF-kB reporter – NOD1 signaling inhibitors, primary screen, cell-based, luminescence, uHTS (AID 1578); NOD1-driven NF-kB luciferase reporter cells, luminescence; higher % means a stronger effect; inhibition, % at 4 µM; hits with a dose series show EC50 in µM; 1% of 290,000 active; in the data active means inhibition mostly above about 36%, no sharp cut-off; inactive means mostly below about 34%;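 further: HEK-293T reporter cells stimulated with the NOD1 agonist gamma-tri-DAP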
KOR beta-arrestin-2 – KOR agonists, beta-arrestin recruitment, primary screen, cell-based, luminescence, uHTS (AID 1777); KOR beta-arrestin recruitment, luminescence; higher % means a stronger effect; 0.02% of 280,000 active; activation, % at 10 µM, or EC50 in µM where a hit was titrated; in the data active means activation above about 50%, passing the limit was not always enough; further: a part of the inactive calls stands beside numbers as strong as those of hits
HIV peptide binding – cell-free HIV fusion peptide-binding blockers – biochemical, uHTS, fluorescence dequenching, primary screen (AID 1986) | cell-free peptide binding, fluorescence dequenching, 30 min; higher % means a stronger effect | inhibition, % at 20 µM, or IC50 in µM where a hit was titrated | 0.3% of 290,000 active; in the data active means inhibition mostly above about 52%, no sharp cut-off; inactive means mostly below about 76%; further: some results filed as inactive read as strong as hits
Myeloid diff 2 GFP+ MAC1+ % – recorded beside Myeloid diff 2, whose call it bears; GFP+ MAC1+ double positive, %; measured here: differentiation confirmed by MAC1 staining
Numbers without * were called inactive; i = inactive; ? = inconclusive; / = no result given; [ ] = remark or other dose. Unless noted, no stated cut-off is given here; in the data, active means inhibition above about 50%; inactive means the rest. These rows are one share of the data; rates above refer to the full screens.

SMILES	Myeloid diff 2	Myeloid diff 2 GFP+ MAC1+ %	KOR beta-arrestin-1	HEK293 NOD2/NF-kB	GPR55 activation	GPR55 LPI antagonism	GPR35 antagonists	NOD1 NF-kB reporter	KOR beta-arrestin-2	HIV peptide binding
CCOc1ccc(N(CC(=O)N/N=C/c2ccc(OC(C)C)cc2)S(C)(=O)=O)cc1	i	1.1	-1%	25%	0.8%	13%	-21%	-16%	4.9%	-1.4%
O=S(=O)(c1ccc(S(=O)(=O)N2CCC3(CC2)OCCO3)cc1)N1CCCC1	i	0.2	-9%	2%	-0.1%	-1%	-6%	-5%	-1.5%	2.0%
COc1cccc(N/C(SC)=C(/C#N)C(=O)NCc2cccs2)c1	i	0.1	-1%	15%	0.1%	-2%	16%	3%	2.6%	-2.1%
Cc1ccc2nc(NC(=O)CCNS(=O)(=O)c3ccc(Br)s3)sc2c1	i	0.8	26%	-20%	-0.1%	12%	-5%	-56%	-0.3%	-1.0%
CCOC(=O)N1CCN(C(=O)C2CCC(=O)N(CCCc3ccccc3)C2)CC1 (centres undefined)	i	0.9	4%	4%	0.5%	10%	2%	-19%	1.4%	1.6%
COc1ccccc1CNC(=O)c1ccccc1OCc1ccc(F)cc1	i	0.2	26%	14%	-0.6%	28%	-11%	10%	-5.0%	-2.4%
Cc1nnc(N(Cc2ccco2)C(=O)c2ccno2)s1	i	0.7	-10%	0%	0.2%	0%	26%	-38%	-0.2%	3.4%
CC(=O)Nc1ccc(/C(C)=N/NC(=O)c2ccncc2)cc1	i	0.1	28%	1%	-0.2%	-16%	-18%	-21%	-3.0%	-0.5%
Cc1ccc2c(c1)cc(CN(CCc1ccccc1)C(=O)N1CCOCC1)c1nnnn12	i	0.7	6%	4%	-0.1%	14%	-1%	2%	12%	-1.9%
COC(=O)c1ccccc1NC(=O)COc1ccccc1[N+](=O)[O-]	i	0.2	27%	-15%	-0.5%	-8%	1%	-24%	-2.7%	1.0%
Cc1ccc(C2(C)NC(=O)N(CC(=O)NC(=O)NC(C)C)C2=O)cc1 (centres undefined)	i	3.8	-18%	12%	-0.1%	5%	-2%	17%	0.5%	0.3%
c1coc(-c2nc(-c3ccncc3)no2)c1	i	0.3	25%	-36%	-0.2%	-2%	6%	-25%	-2.2%	-1.0%
Cc1ccc(OCC(=O)N(Cc2ccc(C)o2)C2CCS(=O)(=O)C2)cc1 (centres undefined)	i	0.0	-53%	-3%	-0.2%	-1%	2%	-49%	-0.1%	-1.0%
COc1ccc2cc(CCNC(=O)C(C)C)c(=O)[nH]c2c1	i	1.8	28%	1%	0.2%	8%	-16%	-22%	-4.5%	-0.3%
O=C(Nc1ccc(N2CCOCC2)c(Cl)c1)c1ncn[nH]1	/	/	16%	-11%	0.3%	8%	14%	-16%	-3.1%	-1.5%
CCOC(=O)CSc1nnc(-c2c[nH]c3ccccc23)n1CC	i	4.5	5%	-18%	-0.2%	0%	4%	4%	-4.0%	0.5%
COC(=O)c1c(NC(=O)CN2CCC3(O)CCCCC3C2c2ccccc2OC)sc(C)c1C (centres undefined)	i	0.7	10%	-6%	0.1%	11%	-9%	6%	1.5%	2.5%
c1ccc(C2c3[nH]c4ccccc4c3CCN2Cc2cccn2-c2ccccn2)nc1 (centres undefined)	i	0.3	13%	9%	-0.1%	3%	5%	6%	3.0%	-1.2%
CC(C)NC(=S)N/N=C/C1=CCC2CC1C2(C)C (centres undefined)	i	0.2	5%	10%	0.6%	24%	2%	3%	-3.6%	0.6%
CSC1=NC(=O)/C(=C/c2ccc(SC)cc2)S1	i	0.5	6%	-121%	-0.3%	-1%	-8%	-40%	-3.6%	27%
COc1cccc(CNC(=O)c2ccc3c(c2)N(C)CCS3)c1OC	i	2.9	-2%[20 µM]	20%	0.0%	5%	2%	-20%	-6.8%	-1.1%
CCOC(=O)c1ccc(-c2ccc3c(c2)CCC3)nc1C	i	0.3	3%	-103%	0.4%	11%	3%	3%	4.0%	3.0%
CC1CCCC(NS(=O)(=O)c2cc(Br)cnc2N)C1C (centres undefined)	i	1.9	-26%	-14%	0.6%	24%	-5%	-13%	-1.5%	0.2%
O=S(=O)(c1ccc(Oc2ccc(S(=O)(=O)N(CCO)CCO)cc2)cc1)N(CCO)CCO	i	0.0	-18%	-2%	-0.4%	4%	-4%	-28%	-4.0%	2.0%
O=C(/C=C/c1ccc(Cl)cc1)NCCc1ccccc1	i	0.6	-2%	-26%	-0.4%	14%	1%	-28%	4.8%	0.9%

Single values from the entries so far.
CSC1=NC(=O)/C(=C/c2ccc(SC)cc2)S1 in HIV peptide binding = 27%
Cc1nnc(N(Cc2ccco2)C(=O)c2ccno2)s1 in GPR35 antagonists = 26%
CCOc1ccc(N(CC(=O)N/N=C/c2ccc(OC(C)C)cc2)S(C)(=O)=O)cc1 in GPR55 LPI antagonism = 13%
CC(C)NC(=S)N/N=C/C1=CCC2CC1C2(C)C (centres undefined) in KOR beta-arrestin-1 = 5%

The list goes on.
SMILES	Myeloid diff 2	Myeloid diff 2 GFP+ MAC1+ %	KOR beta-arrestin-1	HEK293 NOD2/NF-kB	GPR55 activation	GPR55 LPI antagonism	GPR35 antagonists	NOD1 NF-kB reporter	KOR beta-arrestin-2	HIV peptide binding
Cc1ccc(OCC(=O)NCCCNC(=O)c2cnccn2)cc1C	i	1.4	-43%	-29%	0.0%	-16%	-6%	24%	5.0%	0.9%
CCOc1ccc(N2C(=O)CC(N(CCc3ccc(S(N)(=O)=O)cc3)C(C)=O)C2=O)cc1 (centres undefined)	i	0.2	3%	-13%	-0.1%	-5%	-6%	-8%	-2.5%	1.4%
COc1ccc(NC(=O)CSc2nc(-c3ccncc3)nn2CC(=O)N2CCCC2)cc1	i	0.8	-1%	6%	-0.1%	14%	5%	-1%	2.9%	-1.3%
CC(C(=O)OCC(=O)c1cccc([N+](=O)[O-])c1)N1C(=O)C2C3C=CC(C3)C2C1=O (centres undefined)	i	0.2	0%	-3%	-0.2%	18%	-5%	1%	0.0%	-1.1%
Cc1cccnc1NS(=O)(=O)c1cccc([N+](=O)[O-])c1	i	1.7	25%	14%	-0.2%	12%	12%	2%	-3.5%	-1.6%
Cc1ccc(Sc2cc(C(=O)c3ccccc3C(=O)O)ccc2[N+](=O)[O-])cc1	i	0.3	14%	26%	-0.1%	21%	7%	1%	-5.7%	22%
COc1cc(-c2cc(C(=O)Nc3nc4ccccc4s3)c3ccccc3n2)cc(OC)c1OC	i	0.4	-50%	5%	0.1%	7%	-13%	-15%	4.9%	1.0%
C=CCn1c(=S)[nH]c2cc(C(=O)Nc3ccc(OC)c(OC)c3)ccc2c1=O	i	1.9	-13%	17%	0.3%	-2%	-3%	-11%	-2.3%	-1.7%
CSc1nc(C)c2c(n1)N(c1ccc(C(F)(F)F)cc1)CC2	i	0.2	-26%	18%	-0.1%	16%	-5%	11%	4.0%	-3.7%
Cc1cc(C)cc(NC(=O)NC2CCCCCCC2)c1	i	0.7	-18%	-13%	-0.1%	6%	9%	-20%	3.7%	2.5%
CCCNC(=O)Cn1c(=O)oc2ccccc21	i	0.8	0%	-13%	0.0%	7%	1%	-4%	1.9%	3.1%
Cc1ccc(-c2nn(CCC#N)cc2C=C(C#N)C#N)cc1	i	1.3	-50%	4%	0.1%	-10%	6%	-21%	1.7%	0.4%
COc1ccc(S(=O)(=O)Cc2ccc(C(=O)NC3CC3)o2)cc1	i	1.5	4%	10%	-0.1%	6%	10%	3%	0.0%	-1.2%
CCCCC(=O)NCCc1cc2ccc(OC)cc2[nH]c1=O	i	1.1	20%	16%	-0.1%	6%	-18%	8%	-5.1%	-0.1%
Nc1nc[nH]c(=O)c1N=Cc1ccccc1	i	0.9	-5%	-8%	-0.1%	5%	-1%	-7%	-4.4%	-0.2%
Cc1cc(C(=O)Nc2ccc3c(c2)OCCO3)c2ccccc2n1	i	0.7	-9%	17%	0.1%	8%	-11%	-14%	1.8%	13%
CCCSc1nnc(N2C(=O)C(O)=C(C(=O)c3ccco3)C2c2ccccc2F)s1 (centres undefined)	i	0.3	-4%	20%	-0.2%	0%	5%	1%	-3.2%	58%
CCCOc1ccc(N2CC(C(=O)NCCc3ccc(OC)c(OC)c3)CC2=O)cc1 (centres undefined)	i	0.0	-21%	22%	-0.1%	-4%	-4%	-24%	4.3%	-0.2%
COc1cccc(CN(CC(=O)NCc2ccccc2)C(=O)c2csnn2)c1	i	1.3	0%	1%	0.0%	1%	0%	-32%	0.0%	0.8%
CC(=O)N1c2ccc(S(=O)(=O)N3CCCCC3)cc2CC1C(=O)NCc1ccc(N(C)C)cc1 (centres undefined)	i	0.7	30%	-12%	0.3%	5%	24%	-24%	-6.0%	-2.2%
Cc1onc(-c2ccccc2Cl)c1C(=O)Nc1nn[nH]n1	i	1.0	12%	-7%	-0.3%	17%	14%	2%	1.2%	-0.2%
CC(=O)Nc1ccc(NC(=O)C(C)Oc2ccccc2F)cc1 (centres undefined)	i	0.9	-10%	12%	0.7%	0%	2%	-13%	-0.3%	-1.0%
CCCc1nc(N)c(C#N)c(-c2cccnc2)c1CC	i	3.7	-7%	8%	-0.2%	13%	8%	-12%	0.5%	2.4%
N#Cc1cccc(NC(=O)Cc2ccccc2)c1	i	1.7	7%[20 µM]	20%	-0.1%	-14%	-11%	-39%	-4.7%	0.0%
COc1ccc(CCN(C)Cc2nc(Cc3ccc(OC)c(OC)c3)no2)cc1OC	i	0.3	-27%	18%	0.2%	1%	-2%	34%	7.3%	0.3%
O=C(CN1C(=O)S/C(=C\c2cccc(Cl)c2)C1=O)NC1C=CS(=O)(=O)C1 (centres undefined)	?	/	-5%	-8%	-0.1%	13%	-2%	-11%	3.8%	-0.3%

Some of these compounds in order of molecular weight, smallest number first:
SMILES	Myeloid diff 2	Myeloid diff 2 GFP+ MAC1+ %	KOR beta-arrestin-1	HEK293 NOD2/NF-kB	GPR55 activation	GPR55 LPI antagonism	GPR35 antagonists	NOD1 NF-kB reporter	KOR beta-arrestin-2	HIV peptide binding
Cc1cccnc1NS(=O)(=O)c1cccc([N+](=O)[O-])c1	i	1.7	25%	14%	-0.2%	12%	12%	2%	-3.5%	-1.6%
COc1ccc(CCN(C)Cc2nc(Cc3ccc(OC)c(OC)c3)no2)cc1OC	i	0.3	-27%	18%	0.2%	1%	-2%	34%	7.3%	0.3%
CCOc1ccc(N2C(=O)CC(N(CCc3ccc(S(N)(=O)=O)cc3)C(C)=O)C2=O)cc1 (centres undefined)	i	0.2	3%	-13%	-0.1%	-5%	-6%	-8%	-2.5%	1.4%
